ATXN2 expr inh – reduces ATXN2 reporter expression in HEK-293 cells | AID 1745845 | Potency, µM (titrated, usually from 57 µM), for inactives: at the top dose activity change, negative = inhibition, hits mostly inhibitors | HEK-293 ATXN2-luciferase reporter, luminescence, 24 h | hit rate 0.72% among 360,000; further: potency means the concentration at half of the fitted maximal effect; on the % scale 0 is the no-effect control and ±100 the full control effect; nearly all actives have a fitted effect of over 55% in size
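ATXN2-luciferase reporter cells (luciferase flanked by upstream and downstream ATXN2 gene portions) were treated 24 h at 37 °C with compounds at up to 57 uM. SteadyGlo luminescence gave expression; GF-AFC fluorescence gave viability.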
HepG2 viability – HepG2 cytotoxicity, counter-screen for TGF-b inhibitors; HepG2 CAGA-GFP viability, ATP luminescence, 18 h; Potency, µM (doses to about 46.1 µM), without a hit: at the highest dose activity change, negative = cytotoxicity, most hits filed as cytotoxic; hit rate 0.76% among 410,000; further: potency means the concentration at half of the fitted maximal effect; some results filed as inactive show a strong effect at the top dose
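HepG2 CAGA-GFP cells (1000/well, DMEM with 1% FBS) received compound, then TGF-beta at 500 pg/mL final, and were incubated 18 hours at 37 degrees C. Viability was read by CellTiter-Glo luminescence. Media-only wells were set as complete cell-killing and DMSO as no toxicity.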
Nrf2 block – blocks Nrf2 signaling; A549 ARE-Fluc reporter, luciferase luminescence, 18-24 h; hit rate 2.1% among 360,000; Potency, µM (doses to about 46 µM), inactives show top-dose activity change, negative = inhibition, most hits filed as inhibitors; further: potency means the concentration at half of the fitted maximal effect; on the % scale 0 is the no-effect control and ±100 the full control effect; nearly all actives have a fitted effect of over 60% in size
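Nrf2 function is reported as luminescence of an ARE-controlled luciferase in A549 cells. Compounds were tested at several concentrations, and a CellTiter-Fluor read on the same wells flagged cytotoxicity.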
Nrf2 activator – activators of Nrf2 (ARE) signaling. AREc32 ARE-luciferase reporter (MCF7-derived line), luminescence, 24 h. hit rate 0.31% among 410,000. Potency, µM (doses to about 46.1 µM), inactives show top-dose activation, most hits filed as activators; further: potency means the concentration at half of the fitted maximal effect; % of control where 0% means no effect; nearly all actives have a fitted effect of over 65% in size
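Steps: seed AREc32_Fluc cells (1000/well, 5% FBS OPTI-MEM); incubate overnight at 37 deg C; add 23 nL compound; incubate 24 hr; add Steady-Glo; hold 30 min RT; read luminescence.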
S2 tox – cell viability loss in ATXN counter-screen; AID 651635; hit rate 0.49% among 400,000; S2 cells (HEK-293 line with an ATXN2-luciferase reporter) viability, CellTiter-Fluor protease fluorescence, 24 h; Potency, µM (highest dose often 56.7 µM), hits mostly cytotoxic; further: potency means the concentration at half of the fitted maximal effect; nearly all actives have a fitted effect of over 40% in size
TGFb inhibitor – inhibitors of TGF-b signaling; HepG2 CAGA-GFP TGF-b/SMAD3 reporter, GFP fluorescence, 18 h; TGF-beta stimulated, 500 pg/mL final; Potency, µM (top dose mostly 46.1 µM), inactives show top-dose activity, negative = inhibition, actives largely listed as inhibitors; hit rate 1.2% among 410,000; further: potency means the concentration at half of the fitted maximal effect; on the % scale 0 is the no-effect control and ±100 the full control effect; nearly all actives have a fitted effect of over 65% in size
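Per well, imaged GFP fluorescence of HEPG2 CAGA-GFP cells gives the signal; cells get compound, then TGF-beta (500 pg/mL final), 18 h at 37 degrees C; %Activity versus -TGF-beta and +DMSO controls.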
A549 viability – counter-screen for Nrf2 inhibitors: cytotoxicity in A549 cells. A549 ARE-Fluc cells, CellTiter-Fluor viability, 18-24 h. Potency, µM (series often up to 46 µM), for inactives: top-dose activity change, negative = cytotoxicity, hits mostly inhibitors. hit rate 0.16% among 390,000; further: potency means the concentration at half of the fitted maximal effect; on the % scale 0 is the no-effect control and ±100 the full control effect
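A549 ARE_Fluc cells in 5% FBS OPTI-MEM were exposed to compounds in concentration-response for 18-24 h at 37 deg C. Viability was read by CellTiter-Fluor fluorescence (Ex 405/Em 525) after 30 min, before the luciferase read.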
EPAC2 ag – activates human EPAC2 exchange factor; Q8WZA2; EPAC2 activation, biochemical qHTS; response scale: 100% = 6.5 mM cAMP response; Potency, µM (titrated, usually from 154 µM), without a hit: at the highest dose activation, usual class: activators; hit rate 0.079% among 360,000; AID 720711; further: potency means the concentration at half of the fitted maximal effect; nearly all actives have a fitted effect of over 50% in size
Target sequence (Q8WZA2 whole entry, looked up): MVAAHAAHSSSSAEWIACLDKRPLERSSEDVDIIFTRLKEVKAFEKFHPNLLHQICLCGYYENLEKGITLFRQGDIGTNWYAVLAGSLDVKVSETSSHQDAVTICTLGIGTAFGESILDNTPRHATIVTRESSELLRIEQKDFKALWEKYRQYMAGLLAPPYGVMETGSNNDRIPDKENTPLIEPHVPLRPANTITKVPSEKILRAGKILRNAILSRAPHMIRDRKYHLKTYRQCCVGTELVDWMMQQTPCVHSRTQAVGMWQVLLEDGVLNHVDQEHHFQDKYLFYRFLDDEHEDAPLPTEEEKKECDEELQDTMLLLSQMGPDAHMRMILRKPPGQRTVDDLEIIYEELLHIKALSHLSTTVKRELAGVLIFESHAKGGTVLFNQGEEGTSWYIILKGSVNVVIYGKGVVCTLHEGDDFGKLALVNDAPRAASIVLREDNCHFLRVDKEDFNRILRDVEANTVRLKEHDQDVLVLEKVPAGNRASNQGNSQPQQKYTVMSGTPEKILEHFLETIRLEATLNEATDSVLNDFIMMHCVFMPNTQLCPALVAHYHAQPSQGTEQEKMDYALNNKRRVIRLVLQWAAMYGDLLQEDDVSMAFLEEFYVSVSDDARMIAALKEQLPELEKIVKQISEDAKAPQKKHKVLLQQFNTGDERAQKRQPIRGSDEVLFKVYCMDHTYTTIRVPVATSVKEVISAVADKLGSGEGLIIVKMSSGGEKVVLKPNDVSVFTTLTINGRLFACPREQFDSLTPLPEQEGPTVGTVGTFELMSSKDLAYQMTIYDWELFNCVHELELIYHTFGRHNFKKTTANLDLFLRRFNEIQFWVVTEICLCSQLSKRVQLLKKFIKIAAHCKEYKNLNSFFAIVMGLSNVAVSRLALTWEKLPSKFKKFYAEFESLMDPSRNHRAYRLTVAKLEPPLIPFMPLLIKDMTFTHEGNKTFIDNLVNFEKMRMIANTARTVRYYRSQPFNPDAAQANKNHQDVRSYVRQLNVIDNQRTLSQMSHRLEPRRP
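Fluorescence exchange assay: 100 nM EPAC2 with 250 nM RAP1B-BODIPY-GDP and 50 uM GDP; compounds tested as a concentration-titration series (qHTS). Loss of Rap1-bound BODIPY-GDP fluorescence read at 480/540 nm; data normalized to 6.5 mM cAMP.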
IL-2 act – activators of IL-2 | IL-2 activation reporter assay, cell-based qHTS; stimulated with anti-CD3/CD4/CD28 beads; in transgenic mouse T cells | activation, % (series mostly up to about 46 µM) | hit rate 0.065% among 360,000 | AID 652025; in the data active means activation above about 50%; inconclusive means mostly about 30% to 49%; further: 0% is about no effect
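Unstimulated transgenic mouse T cells; 60-min compound exposure; bead-based TCR/CD4/CD28 stimulation; 18 h culture, 37 degrees C; dual fluorescence (EGFP, DsRed) plate cytometry.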
* = called active by the depositor; i = inactive; ? = inconclusive; . = no result given; & = joins results of further samples; [ ] = another dose, or the depositor's remark. Unless noted, the call rests on the fitted dose curve; in most records, active means well fitted curve in the direction sought with a large enough effect; inconclusive means small, poorly fitted or top-dose-only effect, or another doubt; inactive means no such curve, though single readings can be large; an effect the other way counts as inactive or inconclusive.

SMILES	ATXN2 expr inh	HepG2 viability	Nrf2 block	Nrf2 activator	S2 tox	TGFb inhibitor	A549 viability	EPAC2 ag	IL-2 act
COc1ccc(-n2ncc3c2CC(C)(C)CC3NC(=O)Cc2nonc2C)cc1 (configuration not stated)	.	-17%	-8%	2.4%	i	-7%	1%	8%	-0.8
Cc1cc(NS(=O)(=O)c2ccc(Nc3nc(-c4ccc(O)cc4)cs3)cc2)no1	3%	4%	14%	0.2%	i	-5%	-1%	-14%	2.9
CCC(=O)N1CCN(c2ccc(Cl)cc2NC(=S)NC(=O)c2ccco2)CC1	-9%	-14%	-23%	-0.7%	i	10%	-9%	2%	-1.4
COc1ccc(C2SCC(=O)N2c2ccccc2)cc1 (configuration not stated)	-6%	-6%	0%	-0.1%	i	5%	1%	8%	-3.5
O=C(Cn1cnc2ccc(Cl)cc2c1=O)NC1CCS(=O)(=O)C1 (configuration not stated)	-15%	-5%	4%	0.2%	i	-27%	7%	-1%	1.4
O=C(Nc1ccc(NC(=O)C2CC2)cn1)c1ccccc1Cl	113%[activator]	0%	?	0.0%	i	-2%	-4%	5%	1.0
CC1CCN(c2nn3c(=O)c(C(=O)NC(C)C)cnc3s2)CC1	1%	6%	?	-0.3%	i	?	2%	.	.
Cc1sc(N/N=C/c2cccnc2)nc1-c1ccc(Cl)cc1	-1%	-14%	-21%	0.3%	?	0%	2%	-10%	-2.4
CCN1CCN(C2=CC3=CC(=C(C#N)C#N)CCC3CC2)CC1 (configuration not stated)	-11%	-6%	-18%	1.7%	i	-107%	?	25µM*	1.4
Cc1nc(NC(=S)NC(=O)COc2ccccc2Cl)ccc1Br	4%	0%	-3%	0.0%	i	4%	0%	8%	-0.8
COc1cc([C@@H]2CC=C(C(=O)O)[C@H](c3ccc(F)cc3)N2S(=O)(=O)c2ccc(C)cc2)cc(OC)c1OC	5%	-3%	16%	0.6%	i	2%	-6%	-4%	-0.3
Cc1ccc(C)c(NC(=O)C(=O)NCC(c2cccnc2)N2CCN(c3ccc(F)cc3)CC2)c1 (configuration not stated)	.	-1%	2%	1.8%	.	6%	9%	.	.
CN1CCN(S(=O)(=O)c2ccc(NC(=O)C(C)(C)C)cc2)CC1	7%	1%	-4%	-0.4%	i	2%	16%	9%	5.4
COc1cccc(NC(=O)Cn2nnc(-c3ccccc3N)n2)c1	1%	-2%	2%	0.0%	i	-5%	4%	16%	-1.5
O=C(CN1CC[n+]2c(-c3cccs3)csc21)c1ccc(Br)cc1	-19%[11.3 µM]	-13%	26%	3.6%	i	-9%	0%	-7%	-2.4
O=C(N/N=C/c1cccs1)c1cc(-c2ccncc2)nc2ccccc12	-23%	-22%	27%	9.2%	i	?	-13%	4%	-3.9
CCCC[C@H](CC(=O)c1ccccc1)[C@@H](OC(C)=O)C(=O)Oc1c(C(C)C)cccc1C(C)C	-10%	-10%	4%	-1.2%	i	?	7%	15%	-0.1
CCc1nnc(NC(=O)CCC(=O)N2CCN(c3cc(Cl)ccc3C)CC2)s1	-20%	-9%	-3%	3.7%	i	-9%	1%	1%	-3.0
COC(=O)c1sccc1NC(=O)CSc1nnnn1-c1ccccc1C	-21%	-1%	-20%	3.5%	?	?	.	9%	0.9
O=C(NCCCN1CCOCC1)/C(=C/c1cccs1)NC(=O)c1ccccc1	-21%	9%	?	-1.1%	i	7%	-3%	-1%	2.0
CCCS(=O)(=O)c1nc(S(=O)(=O)c2ccc(C)cc2)c(NCCCN2CCOCC2)s1	-11%	2%	-8%	-0.6%	i	-3%	-1%	-2%	2.1
COc1ccc(CN2CCc3nc(SCC(=O)Nc4cc(C)cc(C)c4)[nH]c(=O)c3C2)cc1	16%	-3%	9%	0.4%	i	?	-4%	.	.
COC(=O)CCN(c1ccccc1)S(=O)(=O)c1cc(-c2cc(C)no2)ccc1C	-25%	4%	10%	0.1%	i	8%	4%	16%	2.1
CCCCN(C(=O)c1cnc(C)cn1)c1c(N)n(CCC)c(=O)[nH]c1=O	19%	-7%	1%	-1.1%	i	-2%	18%	3%	0.1
COC(=O)[C@@]12CCCCN1[C@H](c1ccc(-c3ccc(OC)cc3)c(OC)c1)[C@@H]1C(=O)N(C)C(=O)[C@@H]12	-3%	-24%	?	2.6%	i	-12%	-8%	9%	0.2

Exported with each value named: part of the list above.
Cc1cc(NS(=O)(=O)c2ccc(Nc3nc(-c4ccc(O)cc4)cs3)cc2)no1
  ATXN2 expr inh: 3% | HepG2 viability: 4% | Nrf2 block: 14% | Nrf2 activator: 0.2% | S2 tox: i | TGFb inhibitor: -5% | A549 viability: -1% | EPAC2 ag: -14% | IL-2 act: 2.9

COc1cc([C@@H]2CC=C(C(=O)O)[C@H](c3ccc(F)cc3)N2S(=O)(=O)c2ccc(C)cc2)cc(OC)c1OC
  ATXN2 expr inh: 5% | HepG2 viability: -3% | Nrf2 block: 16% | Nrf2 activator: 0.6% | S2 tox: i | TGFb inhibitor: 2% | A549 viability: -6% | EPAC2 ag: -4% | IL-2 act: -0.3

(further entries)
SMILES	ATXN2 expr inh	HepG2 viability	Nrf2 block	Nrf2 activator	S2 tox	TGFb inhibitor	A549 viability	EPAC2 ag	IL-2 act
CCOc1ccccc1-n1c(SCC(=O)NC(C)CC)nnc1-c1ccoc1C (configuration not stated)	3%	-18%	2%	2.0%	i	1%	0%	0%	-2.0
CC1=C(C(=O)O)N2C(=O)C(NC(=O)c3ccn(C)n3)C2SC1 (configuration not stated)	1%	-80%	.	-0.1%	i	-15%	-3%	2%	0.6
O=C(CCN1C(=O)c2ccccc2C1=O)NCc1cccc(Cl)c1	6%	2%	4%	-0.7%	i	19%	1%	4%	0.8
O=C(O)c1cccnc1SC1CC(=O)N(c2ccccc2)C1=O (configuration not stated)	8%	10%	10%	-0.5%	i	3%	1%	1%	0.1
Cc1c(C=N)c(O)n(C)c(=O)c1C#N	-22%	2%	1%	-0.3%	?	17%	-2%	3%	-4.7
Cc1ccc(N(CC(=O)NC2CCCC2)C(=O)c2nsc(Cl)c2Cl)cc1	10%	-7%	12%	-1.8%	i	8%	-13%	10%	-0.2
CSc1nn(Cc2cccc(C)c2)c(N)c1S(=O)(=O)c1ccccc1	?	-42%	?	-1.0%	?	?	-1%	.	.
COc1ccc(-c2nnc(SCC(=O)Nc3cccc(Cl)c3)o2)cc1	54%[activator]	-32%	-29%	-0.2%	i	-2%	-26%	10%	-3.6
COc1ccc(C(=O)Nc2ccc(-c3cc4ccccc4oc3=O)c(C)c2)cc1Br	-1%	-3%	?	-1.0%	i	-8%	3%	.	.
N#CC1C(=O)NC(N2CCN(c3ccccc3)CC2)=NC12CCCCC2 (configuration not stated)	-4%	-4%	12%	0.2%	i	0%	-10%	-4%	-0.8
CCOC(=O)CNC(=O)Cn1cnc2c(nnn2-c2ccc(OC)cc2)c1=O	.	7%	-6%	-0.4%	i	10%	-1%	5%	0.1
COc1ccc(N2CC(c3nc(-c4cc(OC)c(OC)c(OC)c4)no3)CC2=O)cc1Cl (configuration not stated)	.	-2%	?	6.7%	.	6%	-1%	.	.
Cc1csc(SCCn2c(N3CCCC3)nc3c2c(=O)[nH]c(=O)n3C)n1	-3%	-2%	4%	-0.7%	i	10%	1%	10%	-0.6
Cc1ccc(Cl)cc1N1CCN(c2ncnc3onc(-c4ccc(F)cc4)c23)CC1	-1%	24%	?	0.5%	i	-1%	5%	.	.
Clc1nc(Nc2ccccc2)nc(Nc2ccccc2)n1	17%	-25%	15%	?	i	-11%	6%	7%	-4.6
COc1cccc(-c2cc3nc(NCc4ccccc4OC)n(C)c(=O)c3s2)c1	-21%	-38%	.	5.0%	?	-5%	.	0%	-0.8
Cc1cc(S(=O)(=O)NCC(C)C)ccc1OCC(=O)N1CCOCC1	-5%	6%	-3%	-0.4%	i	5%	1%	-31%[inhibitor]	-0.3
CC(=O)OCC1=C(C(=O)O)N2C(=O)[C@@H](NC(=O)CSc3ccncc3)[C@H]2SC1	-10%&19%	4%	10%	-0.7%	i	-4%	6%	5%	0.4
CC(C)(C)n1nc(C2CC2)cc1NC(=O)Nc1ccc(Cl)cc1	.	17%	9%	-0.7%	i	10%	-2%	-2%	-2.3
Cc1nc2nc(-c3ccccc3)nn2c(C)c1Cl	48%[activator]	-71%	?	?	i	-6%	1%	6%	-2.9
CCn1cc(CN2CCCC(C(=O)Nc3cccc(-n4cccn4)c3)C2)c(C)n1 (configuration not stated)	-16%	-19%	12%	2.5%	?	0%	-7%	2%	-0.4
O=C(Cn1cnc2ccccc21)N/N=C/c1cccs1	-11%	9%	17%	0.2%	?	14%	0%	10%	-0.4
COc1ccc([C@H]2C[C@@H](O)[C@H](n3cc(COC(=O)c4ccccc4)nn3)CN2Cc2cccs2)cc1	3%	-8%	.	-0.6%	i	-19%	.	0%	-0.6
CCc1cc2c(=O)c(-c3ccc4c(c3)OCCO4)coc2cc1OC(=O)c1ccco1	17%	0%	?	2.0%	i	3%	4%	12%	-0.7
COc1cc(-c2cc3n(C)c(C)c(CCC(=O)Nc4ccc(F)cc4)c(=O)n3n2)cc(OC)c1OC	.	3%	.	-1.0%	.	-17%	7%	.	.
O=C(NCc1ccccc1)c1ccc(OC2CSC2)cc1	5%	-1%	-15%	-0.5%	i	1%	-4%	5%	-1.7
COc1ccc(-c2nc(CS(=O)CC(=O)N3CCCC3)c(C)o2)cc1 (configuration not stated)	6%	0%	3%	-0.8%	i	6%	-5%	-2%	0.1
COc1cc(CN2CCNC(=O)C2CC(=O)NCCCC2CCCC2)cc(OC)c1 (configuration not stated)	-5%	-9%	15%	1.8%	i	-14%	0%	-10%	-2.9
CCc1nc2ccc(C(=O)NCCc3ccc(SC)cc3)cc2nc1CC	.	-1%	.	4.6%	.	-19%	-20%	.	.
